MEKK3 PB1 HTS – modulators (inhibitors or enhancers) of MEK5 binding to human MEKK3 PB1 domain | AID 1529 | bead-based flow cytometry, Alexa488-MEK5 binding to MEKK3; actives lie on both sides; 0 = blocked by unlabeled MEK5, 100 = vehicle | 290,000 compounds, 1.4% hits | binding response (% of control), % at 10 µM;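 active means binding response more than 3 SD above or below the average of its plate-row segment, actives on both sides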;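 further: Alexa488 bead fluorescence after subtracting the streptavidin-only scavenger bead signal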
MEKK2mut PB1 HTS – signal of MEK5 binding to mutant human MEKK2 PB1 domain; bead flow cytometry, Alexa488-MEK5 binding to MEKK2 mutant; 290,000 compounds, 0.35% hits; percent response, % at 10 µM; in the data active means percent response above about 24%, passing the limit was not always enough; further: inactives centre near 1; some results filed as inactive read as strong as hits; reference of the scale not given here
MEKK2wt PB1 HTS – raises or lowers MEK5 binding to wildtype human MEKK2 PB1 domain | AID 1531 | 290,000 compounds, 1.1% hits | bead flow cytometry, Alexa488-MEK5 binding to MEKK2 WT; actives lie on both sides | Q9Y2U5 | binding response (% of control), % at 10 µM; in the data active means binding response below about 67% or above about 130%
NALP1 yeast inh – blocks the NALP1 inflammasome reconstituted in yeast; S. cerevisiae NALP1/ASC/caspase-1 growth, X-gal OD620, 72 h; inhibition, % at 10 µM; 280,000 compounds, 0.61% hits; AID 2071; in the data active means inhibition mostly above about 24%, no sharp cut-off; inactive means mostly below about 32%; further: some compounds called inactive have numbers as strong as hits
GPR7 antagonist – antagonists of human GPR7 (neuropeptides B/W receptor 1). P48145. GPR7-expressing cells, fluorescence antagonist assay. inhibition, % at 4.4 µM. 290,000 compounds, 1.1% hits. AID 1861; in the data active means inhibition above about 16%, passing the limit was not always enough;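 further: cells stimulated with the agonist NPW; 0% = agonist with vehicle and 100% = vehicle without agonist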
PHOSPHO1 block – PHOSPHO1 (human) inhibition. AID 1565. 290,000 compounds, 1.1% hits. Q8TCT1. recombinant PHOSPHO1, absorbance phosphatase assay. inhibition, % at 13.3 µM; in the data active means inhibition above about 60%
Target sequence (Q8TCT1 whole entry, looked up): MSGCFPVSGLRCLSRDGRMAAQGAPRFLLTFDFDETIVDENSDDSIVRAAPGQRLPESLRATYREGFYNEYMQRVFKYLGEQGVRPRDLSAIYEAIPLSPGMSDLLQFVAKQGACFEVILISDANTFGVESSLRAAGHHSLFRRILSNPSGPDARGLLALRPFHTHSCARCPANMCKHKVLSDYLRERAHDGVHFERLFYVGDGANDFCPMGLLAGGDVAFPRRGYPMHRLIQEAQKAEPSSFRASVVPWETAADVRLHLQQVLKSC
OXTR ag – activates the human oxytocin receptor; P30559; CHO-OTR cells, Fluo-8 calcium fluorescence; normalized: DMSO 0%, oxytocin 100%; activation, % at 3 µM; 320,000 compounds, 0.32% hits; AID 2435;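 active means activation above the mean of all tested compounds plus 3 SD, cutoff set per screening run, cut at about 20% in these data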;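 further: peak over basal fluorescence ratio from a 100 s FLIPR kinetic read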
Target sequence (P30559 whole entry, looked up): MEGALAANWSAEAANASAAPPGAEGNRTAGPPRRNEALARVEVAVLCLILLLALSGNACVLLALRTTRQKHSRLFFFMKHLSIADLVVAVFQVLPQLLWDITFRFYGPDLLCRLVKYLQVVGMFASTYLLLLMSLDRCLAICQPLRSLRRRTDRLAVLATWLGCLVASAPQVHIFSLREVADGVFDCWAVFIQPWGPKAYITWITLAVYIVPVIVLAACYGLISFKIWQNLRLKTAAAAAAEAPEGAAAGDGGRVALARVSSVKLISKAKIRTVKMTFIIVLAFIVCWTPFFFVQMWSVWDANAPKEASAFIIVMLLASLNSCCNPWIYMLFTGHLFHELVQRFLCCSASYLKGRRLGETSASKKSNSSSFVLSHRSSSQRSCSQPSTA
V1R ag counter – counter-screen for oxytocin receptor agonists: human V1a receptor agonists. CHO-V1R cells, Fluo-8 calcium fluorescence, agonist mode; 0% DMSO, 100% 3 nM vasopressin. 320,000 compounds, 0.25% hits. activation, % at 3 µM. P37288. AID 2797;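 active means activation above the mean activation of all tested compounds plus 3 SD, per screening run, cut at about 20% in these data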;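 further: signal is peak over basal fluorescence ratio across a 100 second FLIPR read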
Target sequence (P37288 whole entry, looked up): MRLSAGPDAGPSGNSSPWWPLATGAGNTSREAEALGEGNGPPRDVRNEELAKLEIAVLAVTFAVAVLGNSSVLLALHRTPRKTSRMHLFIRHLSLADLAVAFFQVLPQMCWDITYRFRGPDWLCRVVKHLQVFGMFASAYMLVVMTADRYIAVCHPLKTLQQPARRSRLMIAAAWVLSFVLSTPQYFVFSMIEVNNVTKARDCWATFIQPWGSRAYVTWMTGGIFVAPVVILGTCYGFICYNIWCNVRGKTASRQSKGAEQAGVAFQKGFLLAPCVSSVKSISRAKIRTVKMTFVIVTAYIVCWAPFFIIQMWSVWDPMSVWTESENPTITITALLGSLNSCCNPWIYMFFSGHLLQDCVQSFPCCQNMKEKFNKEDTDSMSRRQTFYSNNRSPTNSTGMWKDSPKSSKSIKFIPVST
GalR3 antagonist – antagonists of human GalR3 | O60755 | HEK293 GalR3-CNG cAMP membrane potential fluorescence; galR3 body fused to GalR1 C-terminus | inhibition, % at 3 µM | 360,000 compounds, 0.44% hits;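 active means inhibition above the screen-wide average plus 3 SD, cut at about 13% in these data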;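 further: forskolin and galanin both at EC90 stimulate the cells; cAMP rise reported by CNG channel membrane potential dye signal; 0% = forskolin plus galanin with DMSO and 100% = forskolin alone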
* = called active by the depositor; . = no result given; & = joins results of further samples. No enrichment for hits. About 5.4% of those tested had a hit in this group.

Every second line gives: MEKK3 PB1 HTS	MEKK2mut PB1 HTS	MEKK2wt PB1 HTS	NALP1 yeast inh	GPR7 antagonist	PHOSPHO1 block	OXTR ag	V1R ag counter	GalR3 antagonist
> CC(=O)NC1(c2ccc(F)cc2)CCN(C(=O)c2c(F)cccc2F)CC1
    103	2	105	17	-14	7	2.7	0.8	-8
> COc1ccc(OC)c(NS(=O)(=O)c2ccc(NC(=O)C3COc4ccccc4O3)cc2)c1 (configuration not stated)
    97	-3	94	7	-2	8	9.6	7.4	-4
> CC[N+](CC)(CC#Cc1ccccc1)CC#Cc1ccccc1
    94	-6	100	10	-3	20	-0.1	-1.2	-6
> CCN1CCN(c2nc(Nc3cccc(C)c3)nc(N)c2[N+](=O)[O-])CC1
    106	0	106	2	-10	19	0.2	0.2	-7
> CC/C(O)=C(/C#N)c1nnc2n1CCCCC2
    101	3	101	-50	-4	-4	0.1	-0.1	-7
> CCOC(=O)N1CCN(C(=S)NC(=O)c2ccnn2C)CC1
    102	3	100	10	-10	13	-0.1	0.1	1
> COc1ccc(CN2CCN(C3CCC3)CC2CCO)c(C)c1C (configuration not stated)
    103	4	111	16	-10	29	0.0	-0.8	-4
> CC1=CC(C)(C)N(S(=O)(=O)c2ccc(F)cc2)c2ccccc21
    84	-7	90	8	-3	-7	-0.6	-0.8	-10
> CCOC(=O)C1(CCCCCCOc2ccc(Cl)cc2)CO1 (configuration not stated)
    103&95	3&-6	104&91	10	-6	40	0.4	3.6	.
> COC(=O)c1ccccc1NC(=O)CN(C)Cc1ccccc1
    100	-7	90	4	-13	17	-2.1	-1.4	-6
> CCC1CCCCN1C(=S)NC(=O)c1cc(S(=O)(=O)N2CCOCC2)ccc1C (configuration not stated)
    96	-2	99	17	-5	4	-0.7	-1.2	4
> O=C(CCCc1c[nH]c2ccccc12)N1CCN(S(=O)(=O)c2cccs2)CC1
    100	-1	96	-4	0	11	11	11	-5
> NC(=NCCc1ccccc1)NS(=O)(=O)c1cccs1
    92	-10	87	20	0	1	0.6	1.1	-4
> CC1=NN(c2ccccc2)C(=O)C1N=Nc1ccccc1 (configuration not stated)
    107	-2	103	28	-3	7	-0.8	-0.8	-1
> O=C(NC1(C(F)(F)F)C(=O)Nc2c1c(=O)[nH]c(=O)n2Cc1ccco1)C1CC1 (configuration not stated)
    99	4	103	8	-1	6	1.1	0.0	-2
> CCCCc1ccc(NC(=O)c2cnccn2)cc1
    101	-11	95	6	-12	-10	1.5	6.7	-4
> C=CCC(NCc1ccccc1)c1ccc(OC)cc1 (configuration not stated)
    105	2	111	30	5	46	.	.	-1
> CCc1cccc(NC(=O)C(NC(=O)C2CCCCC2)C(C)C)c1 (configuration not stated)
    99	-2	96	4	-6	-3	-2.1	-0.4	3
> COc1ccc(CCNC(=O)C2CCCN2S(=O)(=O)c2ccc(F)cc2)cc1OC (configuration not stated)
    95	-8	88	14	-1	46	-0.6	-0.6	4
> COc1ccc(NC(=O)Nc2cnccn2)cc1
    90	-20	91	.	-6	36	-0.6	0.5	3
> CC1=C(C(=O)c2ccccc2)C(c2cccc([N+](=O)[O-])c2)NC(=S)N1 (configuration not stated)
    107	0	96	0	2	16	1.1	-0.3	-7
> CCCCCn1c(NC2CCCCC2)nc2c1c(=O)[nH]c(=O)n2C
    112	5	97	-21	.	36	-2.2	-1.5	-2
> Cc1cc(Br)cc2c1NC(=O)C2(c1c(C)n(C)n(-c2ccccc2)c1=O)c1c(C)n(C)n(-c2ccccc2)c1=O
    95	2	90	6	-10	-14	-0.9	-0.6	2
> COCCn1nnnc1C(C(C)C)N1CCC(Cc2ccccc2)CC1 (configuration not stated)
    99	-1	100	15	12	-18	-1.7	-2.0	3
> Cc1cc(C)cc(Oc2ccc(-c3nnc(-c4ccccc4)o3)cc2[N+](=O)[O-])c1
    105	10	103	-1	-10	6	-0.6	0.6	2
> C(=C\c1nnc2c3ccccc3ncn12)/c1ccccc1
    99	-1	99	19	4	8	0.1	1.5	1
> Cc1ccc(C2=NN(CCC(=O)NCCC(C)C)C(=O)CC2)cc1
    100	-1	104	-3	-4	-7	-2.5	-2.1	.
> Cn1ccnc1C(=O)c1ccccc1Cl
    101	4	98	3	-6	27	-0.3	-0.2	-7
> COc1cc(NS(=O)(=O)c2ccc(NC(=S)NC(=O)/C=C/c3ccco3)cc2)ncn1
    104	-3	101	5	-12	-74	.	.	-5
> CC(=O)n1cc(/C=N/NC(=O)c2cccc(O)c2)c2ccccc21
    102	5	103	6	4	23	-1.8	-0.3	-10
> CNC(=O)c1cc(C(=O)c2ccc(Cl)cc2)c[nH]1
    103	3	102	7	7	18	0.3	0.8	-9
> O=C(Nc1nnc(C2CCCCC2)s1)C1CC(=O)N(c2ccccc2)C1 (configuration not stated)
    104	0	96	-5	-4	22	2.1	0.9	-6
> CCOC(=O)C1CCN(C(=O)C2(NC(=O)NC3CCCCC3)CCCCC2)CC1
    102	-5	96	-10	-5	50	0.6	1.1	4
> CCC(=O)Nc1ccccc1N1CCN(S(C)(=O)=O)CC1
    98	-1	95	26	-8	-10	-1.1	1.0	-1
> CCCCOc1ccc(C(O)C(CN2CCOCC2)c2ccccc2)cc1 (configuration not stated)
    88	-16	91	6	-12	6	0.1	-0.4	-4
> CCOc1ccc(CCNC(=O)c2nnn(CC(=O)Nc3ccc(OC)c(OC)c3)c2N)cc1OCC
    100	2	102	-2	-10	24	-1.0	-0.9	0
> CCC(=O)NC(=S)Nc1cccc(-c2nc3ncccc3o2)c1
    96	-1	93	27	-9	4	-0.7	0.5	0
> O=C(COC(=O)CCC(=O)c1cccs1)Nc1cccc(S(=O)(=O)N2CCOCC2)c1
    104	6	112	-3	-4	-23	2.7	1.8	-4
> CC1CN(C(=O)C(C)Sc2nc3ccccc3s2)CC(C)O1 (configuration not stated)
    106	8	111	4	-3	22	-0.8	4.8	0
> COc1ccc(CNC(=O)/C=C/c2ccco2)cc1OC
    99	-1	97	18	-2	-18	-0.6	-1.0	-1
> COc1cc(CNC23CC4CC(CC(C4)C2)C3)ccc1OCc1ccccc1
    105	16	127	12	15	23	11	12	-1
> O=C(CSc1nnc(-c2ccccc2F)o1)NC1CCCCC1
    98	-3	100	20	-7	20	0.9	1.2	-10
> O=C(CC1C(=O)NCCN1Cc1c(F)cccc1Cl)NC1CCCC1 (configuration not stated)
    106	0	97	9	-5	47	0.3	0.4	-6
> CNC(=S)Nc1cc(C)ccc1OC(F)F
    103	4	102	1	-14	50	1.4	1.1	-4
> c1ccc2c(c1)NCCS2
    97	-6	92	4	1	41	-0.2	-0.2	-5
> Cn1c(-n2c(CCCN3C(=O)c4ccccc4C3=O)nc3ccccc3c2=O)nc2ccccc21
    101	4	102	2	-12	-22	1.4	1.1	-4
> Cc1ccc(OCCN2C(=O)NC3(CCc4ccccc4C3)C2=O)cc1 (configuration not stated)
    103	-1	102	44	-4	17	-2.0	-1.2	0
> OC(COCC1COc2ccccc2O1)CN1CCc2ccccc2C1 (configuration not stated)
    98	-2	102	6	4	18	1.0	1.4	-5
> O=C1Cc2ccccc2C(=O)N1CCc1ccccc1
    101	3	101	29	-9	22	0.9	0.1	1
> CCOC(=O)C(CC)Sc1ccc2nnc(CCNS(=O)(=O)c3ccccc3)n2n1 (configuration not stated)
    105	3	105	11	0	-7	-1.1	-0.1	-4
> Cc1[nH]n(C)c(=O)c1C(=O)c1c(-c2ccccc2Cl)noc1C
    99	-5	99	-5	7	-6	-2.0	-0.3	-7
> C=C(C)c1cccc(C(C)(C)NC(=O)N2CCN(C/C=C/c3ccccc3)CC2)c1
    97	0	107	14	14	8	2.9	2.8	-5
> CN(C)CCNc1cnn(-c2ccccc2)c(=O)c1Cl
    98	-3	102	0	9	22	1.0	1.2	-2
> O=C(Nc1ncccn1)C1=C(O)c2ccccc2S(=O)(=O)N1Cc1ccccc1
    108	3	109	-56	10	34	0.2	0.8	-12
> CCOC(=O)CC(=O)Nc1nc2ccccc2s1
    106	8	110	-17	-8	-8	0.0	1.4	-2
> Cc1ccc2c(CN3CCN(S(=O)(=O)c4ccc5c(c4)OCCO5)CC3)cc(=O)oc2c1C
    100	5	102	-2	-9	24	-1.2	0.5	-1
> Cc1nc(SCC(=O)Nc2c(C)n(C)n(-c3ccccc3)c2=O)nc(C)c1C
    107	11	106	-4	-16	46	-1.6	0.0	2
> CCCCn1nc2cc(C(=O)NCCc3ccc(C)cc3)ccc2c1OCC
    98	2	100	-1	-1	46	-1.3	-0.1	0
> Cc1ccc(-c2cc(C(=O)N3CCCC3)no2)cc1
    107	6	105	7	-7	13	-1.0	-0.4	-4
> CC(C)(C)c1ccc(C(=O)NNC(=O)c2cccc(-n3cnnn3)c2)cc1
    105	5	106	.	-8	42	0.0	2.0	-4

Single records, from the list above. Values in the order: MEKK3 PB1 HTS, MEKK2mut PB1 HTS, MEKK2wt PB1 HTS, NALP1 yeast inh, GPR7 antagonist, PHOSPHO1 block, OXTR ag, V1R ag counter, GalR3 antagonist
Shown for CCOC(=O)CC(=O)Nc1nc2ccccc2s1 : 106, 8, 110, -17, -8, -8, 0.0, 1.4, -2
Shown for Cc1ccc2c(CN3CCN(S(=O)(=O)c4ccc5c(c4)OCCO5)CC3)cc(=O)oc2c1C : 100, 5, 102, -2, -9, 24, -1.2, 0.5, -1
Shown for Cc1[nH]n(C)c(=O)c1C(=O)c1c(-c2ccccc2Cl)noc1C : 99, -5, 99, -5, 7, -6, -2.0, -0.3, -7

Further entries.
Every second line gives: MEKK3 PB1 HTS	MEKK2mut PB1 HTS	MEKK2wt PB1 HTS	NALP1 yeast inh	GPR7 antagonist	PHOSPHO1 block	OXTR ag	V1R ag counter	GalR3 antagonist
> O=C(CC1S/C(=N/N=C/c2cccs2)NC1=O)Nc1ccc(Cl)cc1 (configuration not stated)
    96	14	107	13	-1	-12	1.8	1.3	-4
> COC(=O)C1=C(C)N(c2ccc(OC)c(OC)c2)C(=O)/C1=C\c1cccs1
    92	-3	92	0	9	23	-1.2	0.8	12
> Oc1ccc(Br)cc1-c1ccnn1-c1ccccc1
    106	0	109	23	16	24	-1.7	4.8	-8
> CC1CCC2(CC1)NC(=O)N(Cc1nc(-c3ccccc3)no1)C2=O (configuration not stated)
    105	6	106	-35	-10	3	0.3	2.3	3
> CCOC(=O)c1ccccc1NC(=O)c1ccccc1NS(C)(=O)=O
    110	12	112	21	-11	-22	-1.5	-0.1	4
> CC(=O)N1CCc2cc(S(=O)(=O)NCCN3CCC(C)CC3)ccc21
    98	0	99	5	1	-2	1.5	-0.7	9
> O=C(c1ccc(CNc2c(NC3CCCCC3)c(=O)c2=O)cc1)N1CCc2ccccc21
    102	3	99	-3	14	-3	.	.	0
> COc1ccc(C(=O)OCC(=O)Nc2cccc(C(C)=O)c2)c(OC)c1OC
    104	3	102	22	-10	23	6.0	6.2	-10
> Cc1cc(C)cc(-n2c(C)c3c(C)nnc(C)c3c2C)c1
    101	0	105	34	-9	13	-0.8	-0.2	-3
> O=C(NC1CC1)c1cc2c(s1)CS(=O)(=O)C2
    103	2	103	18	-14	16	0.8	0.1	-1
> O=C(N/N=C(\c1ccccc1)c1cccnc1)c1cccc(F)c1
    104	-1	100	-2	-20	26	-0.6	0.1	42*
> Cc1c(C(=O)NCc2cccnc2)oc2ccc(S(=O)(=O)N3CCCCCC3)cc12
    95	-1	95	-5	-2	30	5.2	6.0	-3
> COc1ccc(S(=O)(=O)N(C)C)cc1NC(=O)CSc1nncs1
    101	-5	91	6	-15	36	0.7	1.0	6
